Screens: PubChem BioAssay, several laboratories
TcdB GH inh = blocks C. difficile toxin B glycohydrolase activity | P18177 | TcdB glycohydrolase enzymatic assay, plate reader | inhibition, % at 9.99 µM | 350,000 compounds, 0.24% hits | AID 652162; in the data active = inhibition above about 10%
3CLpro inhibitor = SARS-CoV 3CLpro protease inhibition; P0C6X7; recombinant SARS-CoV 3CLpro, quenched FRET peptide cleavage; inhibition, % at 6 µM; 290,000 compounds, 0.14% hits; AID 1706; in the data active = inhibition above about 12%
SSB-PriA inh = inhibitors of Klebsiella pneumoniae PriA binding to SSB C-terminal tail; inhibition, % at 33 µM; AID 1272365; 430,000 compounds, 0.6% hits; AlphaScreen SSBct-PriA binding, biotinylated peptide; in the data active = inhibition mostly above about 37%, no sharp cut-off; inactive = mostly below about 20%;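 also: plate controls were negative control peptide for no effect and reference peptide for full effect; strong numbers were not always called active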
PrPC surface inh = reduces human prion protein on the cell surface. cell surface PrPC, TR-FRET read-out. inhibition, % at 13.8 µM. 370,000 compounds, 0.43% hits. AID 720596; in the data active = inhibition above about 24%; also: 0% = median of the test wells and 100% = reference compound wells
The depositor's hits bear a star; & = joins results of further samples.

The opening 4 records, ahead of the listing:
How did CCn1cc(C(=O)O)c(=O)c2cnc(N3CCNCC3)nc21 do in these assays?
3CLpro inhibitor: -4

Results for COc1cc2ncnc(Nc3cccc(Cl)c3)c2cc1OC ?
3CLpro inhibitor: -6

What do the screens show for `CCCc1nc(C(C)(C)O)c(C(=O)O)n1Cc1ccc(-c2ccccc2-c2nn[nH]n2)cc1`?
3CLpro inhibitor: 0

Results for Cc1c(C)n(Cc2ccc(-c3ccccc3C(=O)O)cc2)c2ccc(C(=O)N[C@@H](C)c3ccc([N+](=O)[O-])cc3)cc12 ?
PrPC surface inh: -10

The listing, from the first entry:
How did CCn1cc(C(=O)O)c(=O)c2cnc(N3CCNCC3)nc21 do in these assays?
3CLpro inhibitor: -4

Results for COc1cc2ncnc(Nc3cccc(Cl)c3)c2cc1OC ?
3CLpro inhibitor: -6

What do the screens show for `CCCc1nc(C(C)(C)O)c(C(=O)O)n1Cc1ccc(-c2ccccc2-c2nn[nH]n2)cc1`?
3CLpro inhibitor: 0

Results for Cc1c(C)n(Cc2ccc(-c3ccccc3C(=O)O)cc2)c2ccc(C(=O)N[C@@H](C)c3ccc([N+](=O)[O-])cc3)cc12 ?
PrPC surface inh: -10

Results for COc1cn(C)c(C(=O)NCCC(c2ccccc2)c2ccccc2)cc1=O ?
SSB-PriA inh: -6

How did C[C@H]1c2cccc(O)c2C(O)=C2C(=O)[C@]3(O)C(O)=C(C(N)=O)C(=O)[C@@H](N(C)C)[C@H]3[C@@H](O)[C@H]21 do in these assays?
SSB-PriA inh: -7

What do the screens show for `COc1cc(Cl)c(C)cc1NC(=O)c1c(C)cc(C)cc1C`?
SSB-PriA inh: -11

How did Clc1ccc(-c2nc3scc(-c4ccccc4)n3n2)cc1 do in these assays?
SSB-PriA inh: -7&-7

Results for COc1cc(NC(=O)c2cccc([N+](=O)[O-])c2)c(OC)cc1Cl ?
SSB-PriA inh: -14

How did CCC(=O)N1CCN(c2ccc(-n3c(=O)ccc4cnc5ccc(-c6cnc7ccccc7c6)cc5c43)cc2C(F)(F)F)CC1 do in these assays?
TcdB GH inh: 1.5; PrPC surface inh: 37*

An excerpt from above in order of molar mass, high to low:
What do the screens show for `CCCc1nc(C(C)(C)O)c(C(=O)O)n1Cc1ccc(-c2ccccc2-c2nn[nH]n2)cc1`?
3CLpro inhibitor: 0

Results for COc1cc(NC(=O)c2cccc([N+](=O)[O-])c2)c(OC)cc1Cl ?
SSB-PriA inh: -14

What do the screens show for `COc1cc(Cl)c(C)cc1NC(=O)c1c(C)cc(C)cc1C`?
SSB-PriA inh: -11

This is a subset; rates above refer to the full screens.
